From PubChem BioAssay
NCF1 inh: p47phox/p22phox peptide binding inhibitors, primary screen, biochemical, uHTS, NADPH oxidase regulatory subunit | inhibition, % at 24.7 µM | Neutrophil cytosol factor 1 (Homo sapiens), P14598 | fluorescence polarization, 2 h | 220,000 tested, 0.53% active;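 note: 0% = p47phox with labelled peptide and 100% = labelled peptide alone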
KLK5 inh: human KLK5 protease inhibitors, primary screen, biochemical, 1536-well | recombinant hK5, fluorogenic AMC substrate cleavage | inhibition, % at 5 µM | 210,000 tested, 0.59% active | AID 873, 2007;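 active = inhibition of 40% or more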;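 note: 0% = enzyme controls without compound and 100% = no-enzyme blanks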
Thrombin inh: human alpha-thrombin inhibitors, primary screen, counter-screen for coagulation protease inhibitor project, biochemical, 1536-well, fluorogenic AMC substrate; Boc-VPR-AMC fluorogenic substrate cleavage; 220,000 tested, 0.26% active; inhibition, % at 5 µM; Prothrombin (Homo sapiens), P00734;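 active = inhibition at or above 40%; inactive = inhibition below 40%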;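 note: 0% = enzyme with no compound and 100% = wells without enzyme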
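System – human alpha-thrombin · Medium – pH 7.5 Tris (50 mM) with NaCl 150 mM, Tween 20 0.05% · Compound – single-point dosing at 5 µM, 0.2% DMSO · Incubation – enzyme reaction carried out at room temperature · Technique – fluorescence of released AMC, ex 355 nm, em 460 nm · Read-out basis – % inhibition of thrombin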
Cl transport mod: KCC2 cotransporter modulators, thallium flux, primary screen, cell-based, HEK293 KCC2, FluoZin-2 fluorescence, MLSMR; B-score of Tl+ flux slope (higher = more flux/activation; lower = inhibition) at 10 µM; AID 1456, 2008; 190,000 tested, 2.2% active; KCC2 cells, thallium flux FluoZin-2 fluorescence; Solute carrier family 12 member 5 (Homo sapiens), Q9H2X9;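 active = thallium flux slope and its plate-corrected score both differing from the plate sample mean at a set confidence after two filtering rounds, in either direction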;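 note: slope of fluorescence scaled to starting intensity during 10 to 20 s after thallium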
eIF4E-4G inh: eIF4E–eIF4G protein interaction inhibitors, primary screen, biochemical, uHTS, TR-FRET, eIF4GI fragment | 220,000 tested, 0.37% active | inhibition, % at 21.7 µM | Eukaryotic translation initiation factor 4E (Mus musculus) + Eukaryotic translation … | TR-FRET eIF4E-eIF4GI(517-606) binding, 2 h;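 note: 0% = full FRET control wells and 100% = background wells lacking eIF4GI fragment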
14-3-3 Bad PPI: inhibitors of 14-3-3 zeta/Bad binding, primary screen, biochemical, TR-FRET, bovine 14-3-3 zeta; 14-3-3 protein zeta/delta (Bos taurus), P63103; TR-FRET 14-3-3zeta/Dy647-pBad peptide displacement, 1 h; inhibition, % at 21.7 µM; 220,000 tested, 0.71% active; AID 781, 2007;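 active = inhibition above about 70%, limit read from the data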;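 note: 0% = full 14-3-3 plus peptide FRET controls and 100% = background without 14-3-3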
Target sequence (P63103 whole entry, looked up): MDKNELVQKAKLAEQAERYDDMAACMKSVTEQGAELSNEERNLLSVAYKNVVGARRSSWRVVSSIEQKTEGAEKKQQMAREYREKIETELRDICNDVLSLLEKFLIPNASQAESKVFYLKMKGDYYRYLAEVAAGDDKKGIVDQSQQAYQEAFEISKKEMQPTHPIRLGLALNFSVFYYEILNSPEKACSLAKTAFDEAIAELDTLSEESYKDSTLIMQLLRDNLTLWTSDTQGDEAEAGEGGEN
EBV gp42 block: Epstein-Barr virus gp42 inhibitors, primary screen, biochemical, uHTS, fluorescence polarization; AID 1085, 2008; inhibition, % (tested at 21.74 µM); Fluorescence polarization binding assay, mP read-out; 220,000 tested, 0.42% active; Glycoprotein 42 (Epstein-Barr virus (strain AG876)), Q1HVG2; in the data active = inhibition above about 50%
Target sequence (Q1HVG2 whole entry, looked up): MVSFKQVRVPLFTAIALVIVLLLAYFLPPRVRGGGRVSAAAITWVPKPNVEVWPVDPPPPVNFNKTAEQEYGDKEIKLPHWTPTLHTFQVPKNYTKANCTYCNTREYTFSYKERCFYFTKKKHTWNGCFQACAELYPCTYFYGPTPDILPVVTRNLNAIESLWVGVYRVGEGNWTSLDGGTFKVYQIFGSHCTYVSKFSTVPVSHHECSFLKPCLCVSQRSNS
Furin inhibitor: human furin inhibitors, primary screen, biochemical, fluorescence intensity; purified furin, fluorogenic substrate cleavage; inhibition, % at 30 µM; AID 463115, 2010; 220,000 tested, 0.061% active; P09958; in the data active = inhibition above about 25%; note: inactives centre near -15
Target sequence (P09958 108-714 limits assumed): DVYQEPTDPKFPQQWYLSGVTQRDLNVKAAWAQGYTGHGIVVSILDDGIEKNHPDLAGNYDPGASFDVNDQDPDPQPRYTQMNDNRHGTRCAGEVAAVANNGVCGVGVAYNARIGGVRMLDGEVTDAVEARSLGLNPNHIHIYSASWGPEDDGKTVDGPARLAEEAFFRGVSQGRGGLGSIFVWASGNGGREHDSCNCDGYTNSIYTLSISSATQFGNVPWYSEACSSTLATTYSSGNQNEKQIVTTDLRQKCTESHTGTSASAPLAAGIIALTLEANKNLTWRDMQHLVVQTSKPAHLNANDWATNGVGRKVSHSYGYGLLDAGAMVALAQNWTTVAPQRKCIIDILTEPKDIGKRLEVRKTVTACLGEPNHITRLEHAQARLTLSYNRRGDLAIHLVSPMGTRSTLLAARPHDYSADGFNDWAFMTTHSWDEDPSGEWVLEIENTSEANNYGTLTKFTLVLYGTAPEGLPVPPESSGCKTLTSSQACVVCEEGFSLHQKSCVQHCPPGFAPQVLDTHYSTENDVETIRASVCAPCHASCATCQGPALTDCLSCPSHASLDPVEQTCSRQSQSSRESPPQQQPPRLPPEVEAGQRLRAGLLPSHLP
Rad51 HR inh: human RAD51 strand exchange inhibitors, primary screen, biochemical, fluorescence; inhibition, % at 10 µM; 200,000 tested, 0.085% active; AID 1385, 2008; hRad51 DNA strand exchange, fluorescence dequenching;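 active = inhibition above 40% at the single screening dose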;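 note: 0% = DMSO control wells and 100% = blanks with heterologous ssDNA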
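Material: Human Rad51 nucleoprotein filaments preassembled on unlabelled ssDNA | Also added: Labelled 47-mer dsDNA for strand exchange | Dosing: Single dose, 10 µM final compound | Schedule: 30-min compound preincubation and 15-min exchange, both room temperature | Technique: Fluorescence dequenching at 485/520 nm | Measure: Percent inhibition relative to plate controls and blanks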
Active calls of the source: *; · = not tested or not shown; [ ] = another dose, or the depositor's remark.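 Rule for the calls, unless noted: active = inhibition above about 30% (limit read from the data); inactive = the rest.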

molecule | NCF1 inh | KLK5 inh | Thrombin inh | Cl transport mod | eIF4E-4G inh | 14-3-3 Bad PPI | EBV gp42 block | Furin inhibitor | Rad51 HR inh
CN1CCCC(CC2Oc3ccccc3Sc3ccccc32)C1 (stereo unspecified) | -21 | -6 | 1 | -0.5 | 4 | 20 | 10 | -3 | ·
COc1cccc(/C=N/NC(=O)C(C)Cn2cnc3ccccc32)c1 (stereo unspecified) | -3 | 2 | -1 | -0.66 | -1 | -3 | -6 | -31 | 5
CS(=O)(=O)c1ccc(S(=O)CC(=O)OCc2ccccc2)c([N+](=O)[O-])c1 (stereo unspecified) | -7 | -9 | -2 | · | 1 | -16 | -18 | -21 | -8
O=C1NC(=O)/C(=C\c2ccccc2OCc2ccc([N+](=O)[O-])cc2)N1 | -9 | 1 | 5 | -0.62 | 3 | 35[fluorescence artefact?] | -5 | -23 | ·
CCOC(=O)c1c(NC(=O)C(F)(OC)C(F)(F)F)sc(C(=O)N2CCCCC2)c1C (stereo unspecified) | -168 | -13 | 1 | -2.6 | 4 | 3 | -15 | -10 | ·
Cc1ccc(S(=O)(=O)NCC(=O)N(CC(=O)NCc2ccco2)Cc2ccc3c(c2)OCO3)cc1 | -3 | -11 | 6 | -0.24 | 10 | -9 | -15 | -27 | 2
CC(C)CCn1cnc2c(cnn2-c2ccc(Cl)cc2)c1=O | -7 | -10 | 5 | 0.096 | 1 | 11[fluorescence artefact?] | -15 | -26 | 6
Cc1ccccc1C(=O)NCCN1CCOCC1 | -6 | 2 | -7 | 0.84 | 1 | 11 | -18 | -37 | 6
O=C(CN1CCN(c2ccc(O)cc2)CC1)Nc1cc(S(=O)(=O)N2CCCC2)ccc1Cl | -9 | -6 | 5 | 0.55 | 1 | -7 | -6 | -27 | -4
O=C(NCc1cccnc1)c1ccc(-c2ccc(Cl)cc2)o1 | -5 | -4 | -9 | · | 4 | 2 | -9 | -23 | 8
COc1ccc(C2C(=O)N(C3CCCCC3)CC(=O)N2Cc2ccc3c(c2)OCO3)cc1 (stereo unspecified) | 13 | 16 | 0 | 0.47 | 10 | 13 | -13 | -6 | ·
C#CC(C)OC(=O)Nc1cnccc1C(F)(F)F (stereo unspecified) | -13 | -3 | 3 | 0.019 | 6 | -4 | -16 | -15 | 1
Cc1ccsc1/C=N/NC(=O)c1cccc(S(=O)(=O)Nc2ccccc2Cl)c1 | -10 | -9 | -11 | -0.97 | -1 | -9 | 7 | -13 | 12
Cc1ccc(-c2csc(NC(=O)CSc3nc(C)cc(=O)[nH]3)n2)cc1 | 2 | -18 | 2 | -4.2* | 3 | 13 | -6 | -19[20 µM] | 3
C/C(=C/C(=O)N1CCN(C)CC1)C(=O)O | -7 | 17 | 103* | -0.79 | 2[fluorescence artefact?] | 37[fluorescence artefact?] | -6 | 2 | -7
COCCn1c(=S)[nH]c2cc(C(=O)N3CCC(C(N)=O)(N4CCCCC4)CC3)ccc2c1=O | -12 | 2 | -4 | · | -5 | 8 | -4 | -14 | 0
CCN(CC)S(=O)(=O)c1cccc(NC(=O)CN(C)C2CCCCC2)c1 | -7 | -3 | · | 0.37 | -3 | 1 | 0 | -10 | 4
Cc1cccc(/C=N/n2c(-c3ccccn3)n[nH]c2=S)c1 | -2 | -10 | 0 | -0.42 | 3 | -16 | -16 | -19 | -5
COc1cccc(C(=O)N2CCCc3ccccc32)c1 | 4 | 39 | 18 | -0.18 | -4 | -12 | -17 | -18 | -8
COc1ccc(C(C)(C)C)cc1NC(=O)c1cc(S(=O)(=O)N(C)C)ccc1N1CCCC1 | -18 | -10 | -8 | -0.62 | -4 | -12[fluorescence artefact?] | -19 | -26 | -6
O=C(COC(=O)C(O)c1ccccc1)c1ccc2c(c1)OCCO2 (stereo unspecified) | 6 | 13 | 5 | · | -6 | -1 | -5 | -14[20 µM] | 4
OC(COC(c1ccc(F)cc1)c1ccc(F)cc1)CN1CCc2ccccc2C1 (stereo unspecified) | -6 | -7 | -4 | 0.078 | 0 | 7 | -4 | -4 | 6
O=C(CCCC(=O)OCC(=O)c1ccc(Cl)cc1Cl)Nc1cc(C(F)(F)F)ccc1Cl | -36 | -16 | -2 | -0.1 | 1 | 3 | -25 | -15 | -2
CCOC(=O)C1C(=O)NC(N2CCN(CC)CC2)=NC1c1ccccc1 (stereo unspecified) | -5 | -27 | 5 | -0.24 | -1 | -3 | -2 | -30 | 4
Cc1ccc(-c2cc(C(F)F)nc(S(C)(=O)=O)n2)cc1 | -4 | -2 | -21 | 0.012 | 2 | 44 | -6 | -16 | 4
CCOc1cc(C(=O)Nc2ccc3c(c2)OCO3)ccc1OC(F)F | 3 | 31 | 6 | · | -7 | 3 | -13 | -17 | 2
N#Cc1c(-c2ccccc2)ccnc1Oc1ccccc1 | -12 | -16 | -1 | 0.03 | 4 | -3 | -13 | -17[20 µM] | 1
CCOc1cc(S(=O)(=O)Nc2ccc(Cl)cn2)ccc1Cl | -2 | -2 | 8 | -0.019 | -3[fluorescence artefact?] | -7[fluorescence artefact?] | 3 | -16[20 µM] | -2
CCOc1ccc(-n2c(=S)sc3c(=O)[nH]c(SCC(=O)N4CCC(C)CC4)nc32)cc1 | -16 | -8 | -7 | · | 2 | -17 | 25 | -24[20 µM] | -10
N=C1C(c2ccccc2)=C(O)C2CCc3ccccc3N12 (stereo unspecified) | -16 | -19 | 4 | -0.055 | 3 | 11 | -7 | -17 | 0
O=C(CN1CCN(c2ncccn2)CC1)N(Cc1ccccc1)c1ccc(F)cc1 | -2 | 1 | 7 | · | 4 | 62 | -22 | -4[20 µM] | 6
Cc1cc(-n2nc(C)cc2C)nc(NS(=O)(=O)c2ccccc2Cl)n1 | -41 | -7 | 4 | 0.75 | 2 | 22[fluorescence artefact?] | -8 | -3[20 µM] | -9
CCOC(=O)C1CCCN(C(=O)N2CCOCC2)C1 (stereo unspecified) | -13 | 3 | -20 | 0.5 | 2 | 5 | -24 | -29 | -3
Cc1ccc(C(=O)NC(=S)NNS(=O)(=O)c2ccccc2)cc1 | -3 | -10 | -3 | 2.5 | -8 | -15 | -9 | -24 | -2
O=C(CCN1CCOCC1)NNC(=O)/C(=C/c1ccccc1)NC(=O)c1ccccc1 | 1 | -7 | -7 | -0.32 | -3 | 2 | 6 | -22 | 9
Cc1ccc(-c2cn(S(=O)(=O)c3ccc(C)cc3)nc2N)cc1 | -5 | 2 | -2 | -0.74 | 2[fluorescence artefact?] | -5[fluorescence artefact?] | -8 | -13[20 µM] | -1
Cc1c(NC(=O)COC(=O)/C=C/c2ccc(Cl)cc2)c(=O)n(-c2ccccc2)n1C | -7 | 1 | -4 | -1 | 2 | -8 | -29 | -31 | 20
O=C(CSCC(=O)Nc1nc(-c2ccc3c(c2)OCO3)cs1)Nc1nccs1 | -17 | 6 | -3 | -0.16 | -2 | 3 | -12 | -3 | -1
CC(C)(C)Nc1nc(NN)nc(NC(C)(C)C)n1 | -7 | -5 | -3 | 0.053 | 2[fluorescence artefact?] | 7[fluorescence artefact?] | -3 | -23[20 µM] | 5
O=C1c2ccccc2C(=O)N1c1cccc2cccnc12 | -2 | -13 | 1 | 0.41 | -4 | -13 | -24 | 0 | 10
CCCCc1ccc(NC(=O)CC(C)=O)cc1 | -16 | -6 | -7 | · | 3 | -9 | 1 | -13 | -5
COC(=O)CN(C)C(=O)CC1C(=O)NCCN1CC(C)(C)C (stereo unspecified) | 1 | -3 | -2 | 0.04 | -2 | -3 | 12 | -21 | 13
O=C(CSc1nnc(CNC(=O)c2cccs2)o1)NCC1CCCO1 (stereo unspecified) | -8 | -14 | -2 | 0.96 | -10 | -6 | 1 | -24 | 1
Cc1csc(Nc2ccc(C(=O)O)cc2)n1 | -22 | -3 | -10 | -0.81 | -1 | -2 | 2 | -12 | ·
CC(=O)N1C(=O)C2(C(C#N)=C(N)Oc3c2c(C)nn3-c2ccccc2)c2ccccc21 (stereo unspecified) | -9 | -12 | -3 | · | -7 | 8 | -3 | -14 | -4
COc1ccccc1-c1c(C)nn2c(C)c(C(C)=O)cnc12 | -18 | 3 | -4 | 0.53 | 2 | -8 | -24 | -9[20 µM] | -3
O=C(Nc1ccccc1N1CCCC1)c1ccco1 | -11 | 3 | -5 | -0.006 | 5 | 2 | -17 | -10 | -1
O=C(c1nc2ccc(Cl)cn2c1CNCCn1ccnc1)N1CCCCCCC1 | -8 | -5 | -16 | · | 0 | -15 | -8 | -16 | 7
CCc1nnc(NC(=O)c2cccc(S(=O)(=O)N3CCN(c4ccccc4)CC3)c2)s1 | -51 | -9 | -4 | -0.82 | -33[fluorescence artefact?] | -2[fluorescence artefact?] | -23 | -25 | 5
CC(C)C1CCC(C(=O)N[C@H](Cc2ccccc2)C(=O)O)CC1 (stereo partly specified) | -6 | · | · | -0.0082 | 4 | 0 | -7 | · | 3

Three of the entries above in order of the 14-3-3 Bad PPI value, high to low.
Structure	NCF1 inh	KLK5 inh	Cl transport mod	eIF4E-4G inh	14-3-3 Bad PPI	EBV gp42 block	Furin inhibitor	Rad51 HR inh
CCOc1cc(C(=O)Nc2ccc3c(c2)OCO3)ccc1OC(F)F	3	31	·	-7	3	-13	-17	2
COc1ccccc1-c1c(C)nn2c(C)c(C(C)=O)cnc12	-18	3	0.53	2	-8	-24	-9[20 µM]	-3
CCOc1ccc(-n2c(=S)sc3c(=O)[nH]c(SCC(=O)N4CCC(C)CC4)nc32)cc1	-16	-8	·	2	-17	25	-24[20 µM]	-10

(further entries)
molecule | NCF1 inh | KLK5 inh | Thrombin inh | Cl transport mod | eIF4E-4G inh | 14-3-3 Bad PPI | EBV gp42 block | Furin inhibitor | Rad51 HR inh
O=C(Nc1nccs1)c1ccc(S(=O)(=O)NCC2CCCCC2)cc1 | -27 | -8 | -8 | -0.99 | · | · | -15 | -27 | -3
COc1ccc(C(C#N)=C2C=CC(=NO)C=C2)cc1 | -7 | 1 | -2 | -0.53 | 0 | 7 | -10 | -12 | 10
Cc1nc2nc(SCC(=O)NCCCN3CCOCC3)nn2c(C)c1Cc1ccccc1 | -6 | 0 | -3 | -0.3 | -3 | -10 | 0 | -13 | ·
Brc1ccc(/C=N/n2cnnc2)s1 | -3 | 2 | -2 | 0.7 | 0 | -2 | -8 | -13 | 8
CCCCN(CCCC)CC1OCc2ccccc2CO1 | -12 | 3 | -1 | -0.43 | -1 | 33 | -18 | -4[20 µM] | ·
CCN(CC(=O)Nc1cccc(S(=O)(=O)N2CCCC2)c1)CC(=O)Nc1ccccc1OC | -2 | -5 | · | -1.1 | -2 | -6 | -11 | -9 | 7
Cc1ccc(/C=N/Nc2ccnc3cc(Cl)ccc23)c(C)c1 | 47* | -1 | -2 | -0.87 | 6 | 68 | -42 | -12 | -9
O=C(Nc1nc(-c2ccccc2)c(C(=O)c2ccccc2)s1)c1ccc(S(=O)(=O)N2CCCCC2)cc1 | -18 | -13 | -7 | 0.56 | -17 | -133[fluorescence artefact?] | -13 | -12 | 22
